S-ASM inh – Inhibitors of Secretory Acid Sphingomyelinase (S-ASM): qHTS | AID 504937, 2011 | Sphingomyelin phosphodiesterase (Homo sapiens), P17405 | Potency, µM (titrated, usually from 57.5 µM), for the others: top-dose activity change, negative = inhibition, usual class: inhibitors | 0.006% of 340,000 active | placental ASM, HMU-PC fluorogenic substrate, 60 min; further: potency means the concentration at half of the fitted maximal effect
Target sequence (P17405 47-631 limits assumed): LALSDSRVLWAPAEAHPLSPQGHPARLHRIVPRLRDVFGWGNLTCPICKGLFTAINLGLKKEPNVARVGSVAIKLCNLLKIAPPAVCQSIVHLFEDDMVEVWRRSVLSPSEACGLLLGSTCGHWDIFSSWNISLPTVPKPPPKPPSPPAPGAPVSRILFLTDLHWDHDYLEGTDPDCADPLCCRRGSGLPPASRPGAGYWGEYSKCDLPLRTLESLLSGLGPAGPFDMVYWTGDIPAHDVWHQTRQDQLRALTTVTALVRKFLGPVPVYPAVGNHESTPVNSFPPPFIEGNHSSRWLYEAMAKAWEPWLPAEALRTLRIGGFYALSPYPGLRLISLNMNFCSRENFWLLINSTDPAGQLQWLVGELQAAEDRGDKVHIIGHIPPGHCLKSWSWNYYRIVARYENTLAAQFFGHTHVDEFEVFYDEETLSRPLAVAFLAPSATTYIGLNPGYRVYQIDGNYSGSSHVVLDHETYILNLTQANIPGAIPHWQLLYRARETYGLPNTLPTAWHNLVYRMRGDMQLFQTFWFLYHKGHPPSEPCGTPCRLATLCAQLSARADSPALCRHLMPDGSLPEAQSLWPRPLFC
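Steps: dispense placental human ASM, pin compound, wait 10 min at room temperature, add HMU-PC0 substrate at 9 uM final, incubate 60 min at 37 °C, add stop solution raising pH to 10, read fluorescence.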
uPA generation – qHTS for Inhibitors of Cell Surface uPA Generation; cell surface uPA generation assay, qHTS; Potency, µM (titrated, usually from 38.3 µM), inactives show at the top dose activity change, negative = inhibition, most hits filed as inhibitors; 0.31% of 330,000 active; AID 540303, 2011; active means well fitted inhibition curve with a large enough effect; inconclusive means small, poorly fitted or top-dose-only effect; inactive means no such curve, though single readings can be large or run the other way; tested in mouse RAW 264.7 cells; further: potency means the concentration at half of the fitted maximal effect; on the % scale 0 is the no-effect control and ±100 the full control effect; nearly all actives have a fitted effect of over 55% in size
USP2a block – qHTS Assay for Inhibitors of Ubiquitin-specific Protease USP2a Using CHOP2 as the Reporter | Ubiquitin carboxyl-terminal hydrolase 2 (Homo sapiens), O75604 | USP2 core, Ub-CHOP2 coupled fluorogenic reporter, 485/531 | Potency, µM (doses to about 38.3 µM), inactives show at the highest dose activity change, negative = inhibition, most hits filed as inhibitors | 0.01% of 330,000 active | AID 463254, 2010;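 further: potency means the concentration at half of the fitted maximal effect; plate controls were DMSO wells for no effect and full inhibition by NEM control for full effect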
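Deubiquitinase activity read as fluorescence (485/531 nm) after Ub-CHOP2 cleavage activates the enterokinase reporter on its substrate; USP2 core 10nM, Ub-CHOP2 and substrate 25nM each, 30min compound preincubation then 60min RT; data normalized to NEM, curves fitted.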
TSG101-PTAP inh – qHTS Assay for Iinhibitors of HIV-1 Budding by Blocking the Interaction of PTAP/TSG101; Tumor susceptibility gene 101 protein (Homo sapiens), Q99816; Fluorescence polarization, FITC-PTAP peptide / Tsg101 binding; Potency, µM (titrated, usually from 115 µM), inactives show at the highest dose activity change, negative = inhibition, actives largely listed as inhibitors; 340,000 tested, under 10 active; active means well fitted inhibition curve with a large enough effect in the main read-out, with a control signal flat, not every such curve was filed as active; inconclusive means small, poorly fitted or top-dose-only effect, or effect the other way, or a change in a side signal; inactive means no such curve, though single readings can be large or run the other way; further: potency means the concentration at half of the fitted maximal effect; % of control where 0% means no effect
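Compounds were pin-transferred onto Tsg101 binding domain (10 uM final) in HEPES pH 7.5 buffer, then FITC-PTAP peptide was added at 50 nM final. After 20 min at RT, polarization reported peptide displacement across a qHTS concentration series.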
ELG1 genotoxic – qHTS screen for small molecules that induce genotoxicity in human embryonic kidney (HEK293T) cells expressing luciferase-tagged ELG1. HEK293T ELG1-luciferase reporter, luminescence, 16 h. Potency, µM (series often up to 46 µM), for inactives: top-dose activity change, positive = activation, hits mostly activators. 1.3% of 330,000 active. AID 504466, 2011; further: potency means the concentration at half of the fitted maximal effect; % of control where 0% means no effect; nearly all actives have a fitted effect of over 60% in size
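Reporter readout depends on ELG1 protein level, which increases with genetic stress. After 16 hr compound exposure at 37 °C, luciferase activity was quantified using ONE-Glo.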
p53 reactivation – qHTS assay for re-activators of p53 using a Luc reporter; H1299 p53-A138V BP100-luciferase reporter, luminescence, 24 h; Potency, µM (highest dose often 92.2 µM), for inactives: at the top dose activity change, positive = activation, hits mostly activators; 0.063% of 320,000 active; further: potency means the concentration at half of the fitted maximal effect; % of control where 0% means no effect; nearly all actives have a fitted effect of over 45% in size
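p53-null H1299 cells stably carrying temperature-sensitive p53-A138V and a BP100-luciferase reporter were pinned with compounds (4-point, 1:5 series) and held 24 hrs at 37 deg C. Luminescence was read 10 min after detection reagent.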
a7 integrin act – qHTS for Activators of Integrin-Mediated Alleviation for Muscular Dystrophy; alpha7betagal myoblasts, beta-gal FDG fluorescence, 48 h; Potency, µM (series often up to 38.3 µM), inactives show at the highest dose activation, hits mostly activators; 0.064% of 350,000 active; AID 624291, 2012;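 further: potency means the concentration at half of the fitted maximal effect; 100% = response of the positive control SU9516; nearly all actives have a fitted effect of over 60% in size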
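alpha7betagal+/- myoblasts (passage 13, 250/well) treated 48 h at 37C with compounds at 1:260 dilution of DMSO stock. Lysed, then beta-galactosidase activity read as FDG fluorescence (ex 480/em 540) after 30 min, with pre-read for autofluorescence.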
BRCA1 expr act – qHTS Assay to Identify Small Molecule Activators of BRCA1 Expression; Potency, µM (highest dose often 46.1 µM), without a hit: at the top dose activation, hits mostly activators; MCF7-BRCA1-FFLuc reporter, luminescence, 48 h; response scale: scaled: vehicle 0%, 10 µM genistein 100%; 1.1% of 380,000 active; AID 624202, 2012; further: potency means the concentration at half of the fitted maximal effect; nearly all actives have a fitted effect of over 80% in size; some results filed as inactive show a strong effect at the top dose
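MCF7-BRCA1-FFLuc cells, 2000/well in phenol-red-free MEM, attached 2 h then treated 48 h at 37 C. Luciferase luminescence read 15 min after reagent; normalized to genistein maximum activation (10microM) and DMSO, concentration-response fitted.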
B2AR arrestin – qHTS assay of beta-arrestin-biased ligands of beta2-adrenergic receptor; Potency, µM (top dose mostly 46.1 µM), inactives show at the highest dose activation, usual class: activators; beta-arrestin recruitment to beta2AR, cell-based reporter; AID 492947, 2010; Beta-2 adrenergic receptor (Homo sapiens), P07550; 0.02% of 330,000 active;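 further: potency means the concentration at half of the fitted maximal effect; 0% = DMSO controls and full agonism = EC100 isoproterenol or metaproterenol; nearly all actives have a fitted effect of over 65% in size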
Target sequence (P07550 whole entry, looked up): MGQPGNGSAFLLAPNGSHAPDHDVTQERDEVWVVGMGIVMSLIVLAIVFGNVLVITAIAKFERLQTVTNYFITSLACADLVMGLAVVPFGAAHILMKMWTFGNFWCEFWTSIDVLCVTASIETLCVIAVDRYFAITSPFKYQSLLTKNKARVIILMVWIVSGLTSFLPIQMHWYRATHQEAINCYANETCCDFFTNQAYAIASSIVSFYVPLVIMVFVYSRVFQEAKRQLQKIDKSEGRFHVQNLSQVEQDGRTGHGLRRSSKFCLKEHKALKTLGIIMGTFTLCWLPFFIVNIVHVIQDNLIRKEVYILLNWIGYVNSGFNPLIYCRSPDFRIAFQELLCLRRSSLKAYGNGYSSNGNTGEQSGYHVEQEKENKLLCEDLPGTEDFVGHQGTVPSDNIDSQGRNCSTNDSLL
TRPV1 agonist – HTS Assay for Compounds that Act as Agonists of the Vanilloid Receptor 1; 0.19% of 320,000 active; activation, % at 8.33 µM; TRPV1-expressing cells, Fluo-8 calcium influx, agonist mode; Transient receptor potential cation channel subfamily V member 1 (Homo sapiens), Q8NER1; AID 540275, 2011; in the data active means activation above about 80%; inconclusive means between about 30% and that limit; further: 0% is about no effect
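Cells expressing TRPV1 were dye-loaded with Fluo-8 and read kinetically: 10 s baseline, 3 min after compound (agonist portion), then 2 min after EC20 capsaicin (allosteric enhancer portion). Calcium-bound dye fluorescence at 480/520 nm.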
Eya2 inh – qHTS Assay for Inhibitors of the Phosphatase Activity of Eya2; recombinant Eya2, OMFP fluorescence dephosphorylation (OMFP is methylfluorescein phosphate); Potency, µM (series often up to 76.9 µM), for the others: top-dose activity, negative = inhibition, hits mostly inhibitors; 0.006% of 330,000 active; further: potency means the concentration at half of the fitted maximal effect; on the % scale 0 is the no-effect control and ±100 the full control effect
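Eya2 protein (added as 0.2 uM solution) was preincubated with compound for 10 min at ambient temperature in 50 mM HEPES pH 7.5, 50 mM NaCl, 5 uM MgCl2, 0.05% BSA, 1 mM DTT. OMFP (added at 50 uM) then reacted 10 min; fluorescence read at 485/525 nm.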
Starred values were filed as active, the others as inactive; [ ] = another dose, or the depositor's remark. Unless noted, the call rests on the fitted dose curve; in most records, active means well fitted curve in the direction sought with a large enough effect; inconclusive means small, poorly fitted or top-dose-only effect, or another doubt; inactive means no such curve, though single readings can be large; an effect the other way counts as inactive or inconclusive. This is a random part of the collection (roughly 2.6% active in at least one column).

What do the screens show for `CCN1CCN(CC(=O)Nc2cc(S(=O)(=O)N(CC)c3ccccc3)ccc2Cl)CC1`?
S-ASM inh: -3%; uPA generation: -5%; USP2a block: -5%; TSG101-PTAP inh: -12%; ELG1 genotoxic: -1%; p53 reactivation: -13%; a7 integrin act: -35%; BRCA1 expr act: -38%; B2AR arrestin: 0.0%; Eya2 inh: 3%

What do the screens show for `CCCC1(CCC)NC(=O)N(CC(=O)c2cc(C)n(-c3ccc4c(c3)OCO4)c2C)C1=O`?
S-ASM inh: 2%; uPA generation: -3%; USP2a block: -2%; TSG101-PTAP inh: -1%; ELG1 genotoxic: -1%; p53 reactivation: -5%; a7 integrin act: -24%; BRCA1 expr act: -27%; B2AR arrestin: 0.4%; TRPV1 agonist: -1; Eya2 inh: 2%

What do the screens show for `Cc1ccc2c(c1)nnn2C1CCN(CC(=O)NCc2ccccc2F)CC1`?
S-ASM inh: 2%; uPA generation: -3%; USP2a block: 0%; TSG101-PTAP inh: -5%; ELG1 genotoxic: -8%; p53 reactivation: -4%; a7 integrin act: 6%; BRCA1 expr act: 7%; B2AR arrestin: -0.2%; TRPV1 agonist: 0; Eya2 inh: 2%

What do the screens show for `Cc1nc2sc(C(c3ccc(Cl)cc3)N3CCN(C(=O)c4ccco4)CC3)c(O)n2n1` (stereo not drawn)?
S-ASM inh: -2%; uPA generation: -5%; USP2a block: 3%; TSG101-PTAP inh: 0%; ELG1 genotoxic: 1%; p53 reactivation: 1%; a7 integrin act: 7%; BRCA1 expr act: -3%; B2AR arrestin: 4.7%; TRPV1 agonist: 0; Eya2 inh: 15%

How did CC(SCc1ccccc1)C(=O)N/N=C/c1ccc2c(c1)OCO2 (stereo not drawn) do in these assays?
S-ASM inh: -4%; uPA generation: 1%; USP2a block: -1%; TSG101-PTAP inh: -9%; ELG1 genotoxic: -1%; p53 reactivation: -5%; a7 integrin act: 11%; BRCA1 expr act: -7%; B2AR arrestin: -0.2%; TRPV1 agonist: inconclusive; Eya2 inh: 2%

Results for CCCNC(=O)c1cccc(Cn2nc(C)c(Br)c2C)c1 ?
S-ASM inh: 5%; uPA generation: 1%; USP2a block: 1%; TSG101-PTAP inh: -11%; ELG1 genotoxic: -10%; p53 reactivation: -3%; a7 integrin act: -20%; BRCA1 expr act: -25%; B2AR arrestin: -0.1%; TRPV1 agonist: 4; Eya2 inh: -29%

What do the screens show for `CCOc1ccccc1/C=N/NC(=O)c1c(C)nc2ccc(Br)cn12`?
S-ASM inh: 10%; uPA generation: -16%; USP2a block: -7%; TSG101-PTAP inh: -6%; ELG1 genotoxic: -5%; p53 reactivation: 1%; a7 integrin act: 45%; BRCA1 expr act: 7%; B2AR arrestin: -0.2%; TRPV1 agonist: 2; Eya2 inh: -5%

What do the screens show for `COC(=O)C(=O)Nc1nnc(COc2ccccc2)s1`?
S-ASM inh: 2%; uPA generation: 4%; USP2a block: 2%; TSG101-PTAP inh: -1%; ELG1 genotoxic: 1%; p53 reactivation: 1%; a7 integrin act: 12%; BRCA1 expr act: 9%; B2AR arrestin: -0.4%; TRPV1 agonist: -3; Eya2 inh: 15%

How did N#C/C(=N\Nc1cccc(C(F)(F)F)c1)C(=O)c1ccsc1 do in these assays?
S-ASM inh: -23%; uPA generation: inconclusive; USP2a block: 0%; TSG101-PTAP inh: -6%; ELG1 genotoxic: 13%; p53 reactivation: inconclusive; a7 integrin act: -63%[inhibitor]; BRCA1 expr act: -28%; B2AR arrestin: 0.8%; TRPV1 agonist: -5; Eya2 inh: -4%

How did COc1cccc2sc3ccc(C#CC4(N)CCCCC4)cc3c(=O)c12 do in these assays?
S-ASM inh: 130%[activator]; uPA generation: -29%; USP2a block: -4%; TSG101-PTAP inh: 1%; ELG1 genotoxic: 11%; p53 reactivation: 17%; a7 integrin act: -35%; BRCA1 expr act: 100%; B2AR arrestin: 3.4%; TRPV1 agonist: -5; Eya2 inh: -15%

What do the screens show for `C(=C/c1ccnc2nc(SC/C=C/c3ccccc3)nn12)/c1ccccc1`?
S-ASM inh: 3%; USP2a block: 3%; TSG101-PTAP inh: -1%; ELG1 genotoxic: 1%; p53 reactivation: 1%; a7 integrin act: -24%; BRCA1 expr act: -68%; B2AR arrestin: -0.5%; TRPV1 agonist: -3; Eya2 inh: -7%

What do the screens show for `CC(C)c1ccc(C(CC(=O)O)NC(=O)c2cccs2)cc1` (stereo not drawn)?
S-ASM inh: 2%; uPA generation: -1%; USP2a block: 5%; TSG101-PTAP inh: -5%; ELG1 genotoxic: 1%; p53 reactivation: -4%; a7 integrin act: 3%; BRCA1 expr act: 0%; B2AR arrestin: 0.1%; TRPV1 agonist: -1; Eya2 inh: 14%

Results for COc1cc2c(cc1OC)C(c1ccc(Cl)cc1)CC(=O)N2 (stereo not drawn) ?
S-ASM inh: -2%; uPA generation: 10%; USP2a block: 2%; TSG101-PTAP inh: 0%; ELG1 genotoxic: 3%; p53 reactivation: -8%; a7 integrin act: 7%; BRCA1 expr act: -23%; B2AR arrestin: -0.3%; TRPV1 agonist: 10; Eya2 inh: 2%

How did Cc1ccc(C(=O)O)cc1S(=O)(=O)N1CCCC1 do in these assays?
S-ASM inh: 0%; uPA generation: 2%; USP2a block: 1%; TSG101-PTAP inh: -14%; ELG1 genotoxic: -1%; p53 reactivation: 0%; a7 integrin act: -6%; BRCA1 expr act: -6%; B2AR arrestin: 0.5%; TRPV1 agonist: -6; Eya2 inh: 26%

Results for COc1ccc(C(C)C)cc1S(=O)(=O)n1ccnc1C ?
S-ASM inh: 0%; uPA generation: -2%; USP2a block: -2%; TSG101-PTAP inh: -2%; ELG1 genotoxic: 1%; p53 reactivation: -16%; a7 integrin act: -21%; BRCA1 expr act: -1%; B2AR arrestin: -0.2%; TRPV1 agonist: -2; Eya2 inh: 8%

How did CCOc1cc(/C=N/n2cnnc2)c(Br)cc1O do in these assays?
S-ASM inh: 6%; uPA generation: 19%; USP2a block: 1%; TSG101-PTAP inh: -11%; ELG1 genotoxic: 1%; p53 reactivation: -2%; a7 integrin act: 2%; BRCA1 expr act: 1%; B2AR arrestin: 0.0%; Eya2 inh: 3%

What do the screens show for `O=C(CCC(=O)N1CCN(Cc2ccc(F)cc2)CC1)Nc1nnc(C(F)(F)F)s1`?
S-ASM inh: 0%; uPA generation: -19%; USP2a block: 6%; TSG101-PTAP inh: -7%; ELG1 genotoxic: 1%; p53 reactivation: -5%; a7 integrin act: 20%; BRCA1 expr act: -12%; B2AR arrestin: -0.2%; TRPV1 agonist: 13; Eya2 inh: 3%

Results for Cc1ccccc1SCCNC(=O)CCc1ccccc1 ?
USP2a block: 1%; ELG1 genotoxic: 7%; p53 reactivation: 5%; B2AR arrestin: 0.6%; TRPV1 agonist: 10; Eya2 inh: -24%

How did CN(C)C(CNC(=O)CCC(=O)c1ccc(Br)cc1)c1ccccc1 (stereo not drawn) do in these assays?
S-ASM inh: 4%; uPA generation: -1%; USP2a block: 1%; TSG101-PTAP inh: -2%; ELG1 genotoxic: -4%; p53 reactivation: -2%; a7 integrin act: 0%; BRCA1 expr act: 1%; B2AR arrestin: -0.9%; TRPV1 agonist: 4; Eya2 inh: 12%

What do the screens show for `COc1ccc(OC)c(S(=O)(=O)Nc2cc3c4c(c2)CC(=O)N4CCC3)c1`?
S-ASM inh: -5%; uPA generation: -4%; USP2a block: 1%; TSG101-PTAP inh: -3%; ELG1 genotoxic: 17%; p53 reactivation: -4%; a7 integrin act: 12%; BRCA1 expr act: 4%; B2AR arrestin: 0.3%; TRPV1 agonist: -1; Eya2 inh: 2%
